High-throughput results (PubChem)
Cneo AK release: Cryptococcus neoformans cell lysis inducers, primary screen, AK release luminescence, single concentration; C. neoformans lysis, adenylate kinase release luminescence, 4 h; normalised: neutral wells 0, clomiphene wells 100; lysis activity, % at 15 µM; 360,000 tested, 0.2% active;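 active means mean lysis activity across replicates of at least 80%, whatever share of replicates individually reach that level; inactive means mean lysis activity below 80%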
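Material: C. neoformans cells | Amount: Yeast cell density of 5 × 10^6 cells/mL | Medium: Fresh YPD growth medium | Dosing: Single dose | Times: Static 4 h at 37 °C with compound, 1 h detection | Detection: AK luminescence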
Xi reactivation: activators of inactive X chromosome reactivation, primary screen, imaging, XiGFP fibroblasts, GFP high-content imaging, set 2 | activation, % at 7.58 µM | 360,000 tested, 0.055% active | XiGFP mouse fibroblasts, % GFP-positive cells imaging, 3 d; cells co-treated with 5-aza-dC sensitizer; scaled so ellipticine positive control = 100%;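 active means mean normalized replicate activation at least 10% and every replicate at or above 10%; inconclusive means only one of the two criteria met; inactive means mean below 10% and not all replicates reach 10%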;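 further: 0% = median of on-plate neutral control wells and 100% = ellipticine 6 µM median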
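material = 68-5-11 XiGFP fibroblast line | medium = DMEM plus 5-aza-dC sensitizer | schedule = 3 days compound exposure | benchmarks = positive control ellipticine, 6 µM final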
PGC1a acetyl inh: inhibitors of PGC1a acetylation signal, primary screen, cell-based, U2OS, AlphaScreen, inhibitor mode; 350,000 tested, 0.17% active; inhibition, % at 15.6 µM; AlphaScreen anti-acetyl-lysine; with virally co-expressed GCN5 acetyltransferase;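 active means every replicate shows inhibition of at least 40%; inconclusive means mean inhibition at least 40% but some replicate below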;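 further: 0% = neutral control wells and 100% = positive control wells; some results beyond the cut were filed as inactive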
ERAP1 inh: human ERAP1 aminopeptidase inhibitors, primary screen, biochemical, single point, plate reader. recombinant ERAP1, Leu-AMC fluorescence, 60 min. inhibition, % at 10.7 µM. AID 652197, 2013. 340,000 tested, 0.15% active;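 active means mean replicate inhibition of at least 30%, or all replicates individually reaching that 30% level; inactive means mean below 30% and not every replicate reaching it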;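 further: 0% = neutral control wells and 100% = L-leucinethiol positive control wells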
LGR2 inh: inhibitors of bursicon-induced LGR2 CRE-luciferase signal, primary screen, cell-based, HEK293, CRE-luciferase reporter, bursicon stimulation. inhibition, % at 9.99 µM. bursicon-stimulated, 4 h. AID 720647, 2013. Drosophila bursicon receptor LGR2 (rickets). 380,000 tested, 0.35% active;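 active means drop in luminescence signal, shown as inhibition above about 50% in the replicate tests, limit read from the data, passing the limit was not always enough; inconclusive means probably only some replicates passing the limit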;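 further: agonist challenge used bursicon conditioned medium at about half maximal strength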
SIRT5 block: SIRT5 desuccinylase inhibitors, primary screen, biochemical, fluorescence imaging, single point, set 5 | Purified SirT5, succinyl-peptide AMC, trypsin-coupled fluorescence | inhibition, % at 15 µM | 330,000 tested, 1.1% active | AID 652115, 2013; in the data active means inhibition above about 15%; inconclusive means no clear call, values can overlap the other calls
Target sequence (Q9NXA8 whole entry, looked up): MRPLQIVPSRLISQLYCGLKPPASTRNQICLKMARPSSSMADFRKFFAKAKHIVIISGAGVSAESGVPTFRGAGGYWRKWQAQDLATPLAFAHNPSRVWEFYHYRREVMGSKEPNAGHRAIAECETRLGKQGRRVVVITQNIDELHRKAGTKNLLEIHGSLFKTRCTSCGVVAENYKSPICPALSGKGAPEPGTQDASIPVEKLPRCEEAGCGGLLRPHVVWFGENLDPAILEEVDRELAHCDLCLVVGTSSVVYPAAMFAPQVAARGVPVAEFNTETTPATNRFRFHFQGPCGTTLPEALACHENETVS
S100A4 MyoIIA: inhibitors of S100A4-myosin IIA peptide binding, primary screen, biochemical, fluorescence polarization, TAMRA-MyoIIA peptide. Protein S100-A4 (Homo sapiens), P26447. 360,000 tested, 0.14% active. inhibition, % at 10.7 µM;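 active means mean inhibition of at least 70% across replicates, with every replicate also reaching that level; inconclusive means mean inhibition reaches 70% but some replicates fall short; inactive means mean inhibition below 70%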
Target sequence (P26447 whole entry, looked up): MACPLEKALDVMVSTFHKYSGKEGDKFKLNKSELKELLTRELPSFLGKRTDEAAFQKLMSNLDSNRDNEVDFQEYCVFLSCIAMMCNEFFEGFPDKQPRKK
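Assay system: human S100A4 monomer with TAMRA-labelled myosin IIA peptide / Buffer or medium: Calcium-containing HEPES buffer, pH 7.2 / Reagent: TAMRA-labelled myosin IIA heavy-chain peptide probe, 5 nM / Compound: one dose per compound / Timing: polarization read 5 min after assay mix addition, stable 5–60 min / Benchmarks: neutral control DMSO, positive control TFP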
C2C12 statin: suppressors of statin myotoxicity in C2C12 myotubes, primary screen, cell-based, single point, plate reader; C2C12 myotubes + simvastatin, ATP luminescence, 48 h; scaled: DMSO 0, geranylgeraniol control 100; rescue of ATP level, % at 7.49 µM; 330,000 tested, 0.78% active; AID 602340, 2012;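 active means mean ATP rescue above about 67%, or every replicate alone reaching that limit, limit read from the data, passing the limit was not always enough; inconclusive means no clear call, values can overlap the other calls; inactive means mean under the limit and some replicate under it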;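 further: myotubes were challenged with 10 µM simvastatin during compound exposure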
The depositor's hits bear a star; u = inconclusive; x = not tested or not shown; & = joins results of further samples. This is a subset, so the mix of outcomes need not match the whole.

SMILES	Cneo AK release	Xi reactivation	PGC1a acetyl inh	ERAP1 inh	LGR2 inh	SIRT5 block	S100A4 MyoIIA	C2C12 statin
CC1CC(C)OP(=O)(OCCC#N)O1 (stereo unspecified)	x	0.1	-4	-2	19	-1	-3	2
CCC1(OC(=O)CN)C(=O)OCc2c1cc1n(c2=O)Cc2cc3ccccc3nc2-1 (stereo unspecified)	0	x	u	-134	96*	-104	-16	-55
C/C=C/c1ccc(C2[C@@H]3CN(Cc4cccc(F)c4)C[C@H]2N3)cc1 (stereo partly specified)	x	0.0&0.0	-14&-13	2	1&3	5	-3	x
C=CCn1c(O)c(C(C)=O)c(=O)[nH]c1=O (tested in a mixture with another compound)	x	0.0	x	1	-5	-5	0	x
CC(C)(C)N1C(=O)NC(=O)/C(=C\c2ccc3c(c2)CCN3CCCCl)C1=O	2	0.2	6	x	7	0	-20	x
Cc1ccccc1N1C(=O)NC(=O)/C(=C\c2cnn(-c3ccccc3)c2)C1=O	x	0.5	x	0	-10	20*	-6	x
O=c1c2ccccc2nc(/C=C/c2ccc([N+](=O)[O-])o2)n1-c1ccc(O)cc1	x	u	-144	-4	54*	2	8	x
Cc1ccc([N+](=O)[O-])cc1	2	x	-23	-2	7	x	-23	6
Cc1cc(C(=O)CS(=O)c2ccc(F)cc2)cc(C)c1OC(=O)N(C)C (stereo unspecified)	x	0.0	-11	6	x	0	-5	5
COc1cc(N2C(=O)CC(=O)NC2=O)cc(OC)c1OC	1	-0.1	-6	2	2	-3	-9	1
Cc1ccc(CN2CCCC(C(=O)c3cccc(C(F)(F)F)c3)C2)o1 (stereo unspecified)	-19	0.0	12	-2	3	1	0	-4
COc1ccccc1-n1c(/C=C/c2ccccn2)nc2ccccc2c1=O	-1	-0.1	20	-1	-13	-3	-3	-1
CC1(C)C(C(=O)N2CCN(C(=O)c3ccccc3)CC2)C1(C)C	-1	0.3	x	-3	-10	-1	-1	-15
C=C1C2C[C@@]3([C@@H]1O)[C@@H](C[C@@H]2O)[C@@]12C4[C@@H]3C[C@@H]1[C@@](C)(CC[C@@H]2O)CN4CC	2	0.2	2	1	5	0	8	1
O=C(CN1C(=O)CCSc2ccccc21)N1CCC2(CC1)OCCO2	1	x	7	x	-3	x	x	2
Cc1cc(C)c(Cn2c(C(=O)O)c(C=O)c3ccccc32)c(C)c1	x	0.5	x	4	7	-1	-28	x
CN1C(=O)N(C)C(=O)C(CCc2ccncc2)(Cc2ccc3c(c2)OCO3)C1=O	0	x	2	x	-5	x	x	13
CCOC(=O)C(C)Oc1cc(C)cc2oc(=O)c3c(c12)CCCC3 (stereo unspecified)	1	x	-10	x	1	x	-2	8
O=C(O)c1ccc(/C=C/c2nc3ccccc3c(=O)n2-c2ccc(Br)cc2)cc1	-2	0.0	x	9	1	8	-3	20
CC1CCC2[C@@H](C)C(=O)OC3O[C@]4(C)CCC1C32OO4 (stereo partly specified)	-6	0.1	-21	x	6	-3	2	-11
Clc1cc(I)cc(Cl)c1NC1=NCCN1	0	0.0	-13	-1	-5	0	-3	-3
COc1ccc(OC(=O)N(C)C[C@@H]2OCc3cnnn3CCCC(=O)N([C@H](C)CO)C[C@@H]2C)cc1	0&-5&3	0.0&-0.1	7&0	18&-3	3&-18	-4&4&-1	-3&6&8	4&-2&-5
C[C@]12CCC3C(C[C@@H](O)[C@H]4C[C@@H](O)CC[C@]34C)C1CC[C@@H]2O (stereo partly specified)	0	0.1	1	-2	-3	-5	1	7
CCOP(=O)(OCC)Oc1cc(C)c(N(C)C)c(C)c1	0	0.0	x	4	-12	-1	-5	-12

Part of the list above, field by field:
C/C=C/c1ccc(C2[C@@H]3CN(Cc4cccc(F)c4)C[C@H]2N3)cc1 (stereo partly specified)
- Cneo AK release: x
- Xi reactivation: 0.0&0.0
- PGC1a acetyl inh: -14&-13
- ERAP1 inh: 2
- LGR2 inh: 1&3
- SIRT5 block: 5
- S100A4 MyoIIA: -3
- C2C12 statin: x
C=CCn1c(O)c(C(C)=O)c(=O)[nH]c1=O (tested in a mixture with another compound)
- Cneo AK release: x
- Xi reactivation: 0.0
- PGC1a acetyl inh: x
- ERAP1 inh: 1
- LGR2 inh: -5
- SIRT5 block: -5
- S100A4 MyoIIA: 0
- C2C12 statin: x

Further compounds follow:
SMILES	Cneo AK release	Xi reactivation	PGC1a acetyl inh	ERAP1 inh	LGR2 inh	SIRT5 block	S100A4 MyoIIA	C2C12 statin
Cc1[nH]c2ccc(OC(F)(F)F)cc2c1CCNCc1ccc(Cl)cc1	8	0.0	-3	-1	-1	-2	6	-8
COc1ccc2c(c1)c(CCN)c(C)n2Cc1ccccc1	-2	0.0	-35	-2	x	-5	1	-3
COc1cc2c(cc1OC)-c1c3c(cc4c1[C@@H](C2)N(C)CC4)OCO3	0	0.0	22	3	6	-3	5	23
O=C(c1csc2c1CCCCC2)N1CCC2(CC1)OCCO2	8	x	1	-1	6	0	2	17
COc1cccc(CNCCc2cccc(F)c2)c1OC	5	0.1	x	0	4	0	-4	14
O=C(NCc1ccc(C(=O)N2CCC3(CC2)OCCO3)cc1)c1cccc(Br)c1	0	x	-2	x	-21	x	x	3
Cc1cccc(N/N=C/c2c(O)[nH]c(=S)[nH]c2=O)c1	-1	-0.1	12	2	-21	-1	-4	-3
O=C(c1ccc(Br)cc1)C12CN3CN(CN(C3)C1)C2	x	0.3	x	-2	5	-3	7	x
COC(=O)NC(=S)Nc1ccccc1NC(=S)NC(=O)OC	0	0.8	5	-4	x	-5	0	1
COc1cccc(C2(O)CCN(Cc3ccncc3)CC2)c1	x	0.0	x	-1	-43	6	3	x
CN1CCC(c2c[nH]c3ccccc23)C1 (stereo unspecified)	x	0.3	x	2	8	-2	10	x
CCCN1[C@@H]2Cn3c(ccc(-c4ccc(F)cc4)c3=O)[C@H]1[C@@H](C(=O)OC)[C@@H]2CO	0	0.2	-8	0	-10	-4	1	5
COc1ccc(NC(=S)NC(NC(=O)CF)C(Cl)(Cl)Cl)c([N+](=O)[O-])c1 (stereo unspecified)	-1	x	6	x	-9	x	x	4
C[C@@H]1C[C@@H]([C@H](O)CC2CC(=O)NC(=O)C2)C(=O)[C@@H](C)C1	-5	x	73*	-2	79*	x	9	173*
CC(=O)NCC1=C(c2ccc(S(C)(=O)=O)cc2)C[C@@H]2CC[C@H]1N2CCOc1ccccc1	x	0.0	x	-3	-9	-3	-3	x
O=[N+]([O-])c1ccc(N2CCCC2)c2ccncc12	x	0.5	x	-1	-7	1	0	x
CCCCn1c(=O)c(C(=O)NCc2ccccc2)c(O)c2ccccc21	0	0.3	-11	-3	23	-3	0	1
CCC1(c2ccc(N)cc2)CCC(=O)NC1=O (stereo unspecified)	-1	0.1	x	-1	x	0	-4	3
Cc1nn(Cc2ccccc2)c(Cl)c1C(=O)OCC(=O)N1CCCC1	x	0.3	x	-1	-15	5	3	x
Nc1c2c(nc3ccccc13)CCN(Cc1ccccc1)C2	-3	-0.1	x	-8	3	-2	-2	-13
COc1ccccc1CCNC1CCCCCC1	2	0.0	x	-1	-11	-7	-8	-9
CCCCCCC(Cl)(Cn1ccnc1)c1ccccc1 (stereo unspecified)	x	0.0	x	8	x	-1	3	x
COc1cc(C(=O)N2Cc3ccccc3-n3nncc3C2)cc(OC)c1OC	2	0.4	0	4	-2	-5	0	-6
CC(=O)N1CC(=O)Nc2ccc(F)cc2C1c1ccccc1 (stereo unspecified)	-1	0.2	8	0	4	0	-10	-4
ClCCN1CCSCC1	-1	-0.1	1	8	10	x	2	0
CC(C)OC(=O)Nc1ccc(N=C(N)N[N+](=O)[O-])cc1	x	0.0	-2	0	0	-1	1	0
Cc1cccc(N2C(=O)NC(=O)/C(=C\c3cccn3-c3ccc(Cl)cc3)C2=O)c1	-1	x	10	x	60*	x	x	26
COc1ccc2[nH]c(C)c(CCNCc3cc(OC)c(OC)c(OC)c3)c2c1	x	0.2	-10	0	-8	x	9	-7
O=[N+]([O-])c1cccc(C2N3CCCN23)c1 (stereo unspecified)	0	0.0	1	0	8	-2	1	x
CCOC(=O)[C@]12Cc3cc(C)ccc3[C@H]1N(CCC(=O)OC)C(=O)c1ccccc12	x	0.3	x	1	53*	-4	-1	x
FC(F)(F)c1ccccc1CN1CCN(Cc2ccccc2)CC1	-1	x	-5	0	-22	-3	-14	-7
COC(=O)C1=C(c2ccc(C(C)=O)cc2)C[C@@H]2CC[C@H]1N2C(=O)NC1CC1	4	0.1	9	-2	-13	-1	-2	5
CCN(CC)c1ccc(CN(C)CCc2ccc(OC)c(OC)c2)cc1	-2	x	-6	x	-6	x	x	-9
COc1ccc(C#Cc2ccc([C@H]3[C@H](CO)N4CCCCN(C(=O)Cc5ccncc5)C[C@@H]34)cc2)cc1	0	0.0	1	-2	-15	4	-10	x
N#Cc1cc2c(nc1SCC(=O)Nc1cc(Cl)cc(Cl)c1)C1CCN2CC1	-5	x	6	2	14	-1	-2	-15
COC(=O)C1=C(c2cccc(OC)c2OC)C[C@@H]2CC[C@H]1N2C(=O)NCCO	2	0.0	x	-1	-26	-2	8	2
COc1ccc(C[C@@H]2c3cc(O)c(OC)cc3CCN2C)cc1O	-1	0.0	x	5	-7	-1	7	-9
C[C@@H]1CN([C@@H](C)CO)C(=O)c2c(c3ccccc3n2C)-c2ccccc2CO[C@@H]1CN(C)C(=O)Oc1ccccc1	x	-0.1	-53	-2	-5	1	-5	x
CCCCCn1c(=O)c(C(=O)Nc2ccccc2Cl)c(O)c2ccccc21	-1	0.1	x	-3	-1	2	0	-17
CCCCNC(=O)NC(C(N)=O)P(=O)(OCC)OCC (stereo unspecified)	-1	0.0	2	2	9	-1	3	x
COC(=O)[C@@H]1[C@@H](CO)[C@@H]2Cn3c(ccc(C4=CCCCC4)c3=O)[C@H]1N2C(=O)NC(C)C	0	0.2	8	4	-11	-11	6	-2
Cc1ccc(OC(=O)N(C)C[C@H]2OCc3ccccc3-c3c(n(C)c4ccccc34)C(=O)N([C@H](C)CO)C[C@H]2C)cc1	x	0.1	-229	-3	-1	6	14	x
O=P1(c2ccccc2)CC=CC1	-4	0.3	-7	0	-11	x	1	-5
CC1([N+](=O)[O-])COP(=O)(NCc2cccnc2)OC1 (stereo unspecified)	x	0.1	x	1	23	1	3	x
COc1cc2c(cc1OC)C1[C@H]3C(=CC[C@H]1OC2O)CCN3C (stereo partly specified)	7	0.1	x	x	-2	x	-2	-8
Cc1nn(-c2ccccc2)c(C)c1NC(=O)COC(=O)Cc1ccccc1	2	0.0	x	-1	-3	-2	-1	-5
